TCR CD3 inh: blocks the human TCR-CD3 interaction. TAMRA-labeled TCR probe fluorescence, biochemical. inhibition, % at 9.4 µM. 360,000 tested, 0.37% active; in the data active means inhibition above about 19%;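 further: recombinant mutant TCR 2C K166C tagged with TAMRA read by polarization; 0% = receptor in buffer alone and 100% = receptor with positive control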
Rev-erbA mod: modulates human Rev-erb alpha binding to DNA. Rev-erbα–FITC-DNA binding, fluorescence polarization, 90 min. AID 1259318. activity, % at 10 µM. 370,000 tested, 0.79% active;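 active means activity above about 14%, limit read from the data; passing the limit was not always enough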;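 further: 0% = DMSO wells with 35 nM protein and 100% = DMSO wells with 750 nM protein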
Target sequence (P20393 whole entry, looked up): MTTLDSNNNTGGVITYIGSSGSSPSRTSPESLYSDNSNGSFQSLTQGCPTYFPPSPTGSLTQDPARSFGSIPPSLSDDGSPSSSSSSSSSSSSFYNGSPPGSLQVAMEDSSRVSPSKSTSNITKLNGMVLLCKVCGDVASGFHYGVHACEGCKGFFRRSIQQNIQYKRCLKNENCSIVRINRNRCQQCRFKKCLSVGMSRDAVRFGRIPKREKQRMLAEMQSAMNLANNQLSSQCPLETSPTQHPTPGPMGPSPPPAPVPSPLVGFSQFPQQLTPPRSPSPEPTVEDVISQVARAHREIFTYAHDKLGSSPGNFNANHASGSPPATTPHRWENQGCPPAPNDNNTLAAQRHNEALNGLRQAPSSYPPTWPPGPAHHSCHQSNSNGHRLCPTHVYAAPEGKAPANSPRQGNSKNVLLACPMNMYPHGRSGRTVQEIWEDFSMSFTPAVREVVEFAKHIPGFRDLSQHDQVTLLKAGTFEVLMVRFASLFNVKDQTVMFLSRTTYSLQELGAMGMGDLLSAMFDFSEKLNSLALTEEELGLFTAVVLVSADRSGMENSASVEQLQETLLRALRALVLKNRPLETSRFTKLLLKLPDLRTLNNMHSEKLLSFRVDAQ
rCAG RNA binder: binds r(CAG) RNA repeats | r(CAG) RNA repeat, TO-PRO-1 dye displacement fluorescence | inhibition, % at 3 µM | 370,000 tested, 1.3% active;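 active means inhibition above the plate cutoff, the mean of all test compounds on that plate plus 3 SD, cut at about 35% in these data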;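 further: 0% = DMSO alone and 100% = 100 µM mitoxantrone as full dye displacement; higher means more dye released from RNA so lower well fluorescence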
mABHD4 FP: ABHD4 (mouse) inhibition, primary FP screen; Q8VD66; 370,000 tested, 0.54% active; AID 720543; inhibition, % at 8.92 µM; purified mABHD4, FP-Rh probe fluorescence polarization;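 active means inhibition exceeding the mean over every tested compound plus 3 SD, cut at about 30% in these data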;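 further: 0% = plate median of compound wells and 100% = S159A mutant with DMSO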
Target sequence (Q8VD66 whole entry, looked up): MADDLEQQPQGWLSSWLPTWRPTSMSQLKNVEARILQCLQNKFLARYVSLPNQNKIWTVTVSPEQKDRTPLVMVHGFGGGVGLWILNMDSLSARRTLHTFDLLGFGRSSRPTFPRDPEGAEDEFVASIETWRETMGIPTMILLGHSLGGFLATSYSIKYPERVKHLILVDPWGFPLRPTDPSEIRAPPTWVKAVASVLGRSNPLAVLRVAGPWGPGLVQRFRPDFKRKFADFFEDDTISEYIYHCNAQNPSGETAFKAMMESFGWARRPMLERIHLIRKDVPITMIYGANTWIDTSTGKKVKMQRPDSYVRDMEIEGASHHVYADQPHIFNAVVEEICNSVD
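Assay system: mABHD4 protein; medium: HEPES pH 7.0, NaCl, Pluronic buffer; dosing: 8.92 µM, single dose; schedule: 45 min + 60 min at 25 °C; signal: FP readout, ex 525 nm / em 598 nm; read-out: normalized percent inhibition of probe labeling; repeats: single replicate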
PG9 Ab binder: small molecules binding HIV-1 gp120 antibody PG9; TR-FRET gp120-PG9 antibody binding; inhibition, % at 6.7 µM; 360,000 tested, 0.43% active; AID 624416; in the data active means inhibition above about 8.5%
PRMT1 FP inh: PRMT1 (human) inhibition, primary screen | Q99873 | recombinant PRMT1, activity-based probe fluorescence polarization | inhibition, % at 2.79 µM | 370,000 tested, 1.3% active | AID 652257;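 active means inhibition above about 21% made by adding two undisclosed values, limit read from the data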
HTRA1 inh: inhibitors of human serine peptidase HTRA1; recombinant HTRA1, FP-rhodamine activity-based probe, fluorescence polarization; inhibition, % at 5.96 µM; 340,000 tested, 0.5% active; AID 504803; in the data active means inhibition above about 36%;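 further: 0% = enzyme with DMSO and 100% = wells lacking enzyme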
SIAE primary: blocks human sialic acid acetylesterase; Q9HAT2; SIAE FP-Rh probe binding, fluorescence polarization; inhibition, % at 9.66 µM; 370,000 tested, 0.69% active;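 active means inhibition above a cutoff: mean of compounds within the control limits plus 3 SD of those, cut at about 17% in these data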;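 further: 0% = plate median of compound wells and 100% = probe without SIAE protein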
LEDGF integ inh: blocks HIV-1 LEDGF/p75-dependent DNA integration; TR-FRET IN-LEDGF/p75 DNA integration, Eu/Cy5; inhibition, % at 3.7 µM; 370,000 tested, 0.64% active;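 active means inhibition above the screen-wide mean plus 3 SD, cut at about 13% in these data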;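 further: signal is the Cy5 over europium emission ratio at 671 and 618 nm; 0% = plate median of compound wells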
TDP2 absorb: TDP2 (human) inhibition, absorbance primary screen | O95551 | recombinant TDP2, T5PNP hydrolysis, p-nitrophenol absorbance 415 nm | inhibition, % at 12.8 µM | 370,000 tested, 0.34% active | AID 720702;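 active means inhibition above the mean of all tested compounds plus 3 SD, set per campaign, cut at about 25% in these data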;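 further: 0% = DMSO with enzyme and 100% = buffer with substrate but no TDP2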
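test system = human TDP2 enzyme | input = TDP2 enzyme at 120 nM final | medium = 50 mM Tris-HCl pH 7.5 with Mg2+, KCl, DTT, BSA | also added = T5PNP substrate, 5 mM | times = 2 h at 37 °C | technique = epi absorbance | benchmarks = high control without enzyme, low control DMSO plus TDP2 | replication = each compound tested once, singlicate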
Active calls of the source: *; / = not tested or not shown. Not all compounds are listed. The share of hits here may be higher or lower than overall.

(1) N#Cc1c(/N=C/c2cc(Br)cs2)sc2c1CCC2
(2) CC(C)CNC(=O)C1(C)CCCCCN1C(=O)c1cc2ccccc2s1 (configuration not stated)
(3) O=C(COC(=O)c1ccco1)NCc1ccc(F)cc1
(4) Cc1c(Cl)c(C(=O)N2CCCc3ccccc32)nn1C
(5) CC(C)(C)OC(=O)NCCCCCc1nnc(SCc2c(F)cccc2Cl)o1
(6) CCOC(=O)c1ccc(NS(=O)(=O)c2cc3c(cc2C)NC(=O)CO3)cc1
(7) O=C(NCCN1CCOCC1)c1ccccc1OCc1ccccc1
(8) Cc1ccccc1C(=O)Nc1ccnn1C1CCN(C2CCSCC2)CC1

assay / entry,1,2,3,4,5,6,7,8
TCR CD3 inh,0,11,0,-2,1,-4,-10,3
Rev-erbA mod,-4,1,-3,-5,2,-1,3,-8
rCAG RNA binder,0,-2,0,-2,-9,10,-1,-4
mABHD4 FP,-4,-16,9,3,7,2,0,6
PG9 Ab binder,0.2,3.0,-1.5,-1.0,0.3,-1.1,-1.1,-2.5
PRMT1 FP inh,-2,-3,3,0,0,2,2,-1
HTRA1 inh,2,/,2,-5,-5,-8,6,1
SIAE primary,13,-9,-4,-5,-2,1,-1,3
LEDGF integ inh,-2,5,-6,3,-3,2,-1,2
TDP2 absorb,7,-22,-5,1,-2,1,2,9

(9) CCCn1c(SCC(=O)c2c(N)n(C3CC3)c(=O)[nH]c2=O)nnc1-c1ccncc1
(10) O=C(Nn1c(-c2ccc(Br)cc2)nc2ccccc2c1=O)c1ccncc1
(11) CCOc1ccc(NC(=O)CN(C)C(=O)CCCOc2ccc(Cl)c(C)c2)cc1OCC
(12) Cc1ccc(C(=O)N2N=C(c3ccccc3)CC2(O)C(F)(F)F)o1 (configuration not stated)
(13) CC1=C(C(=O)Nc2cccnc2)C(c2cccnc2)n2nc(-c3cccs3)nc2N1 (configuration not stated)
(14) CC(C)Cn1c(N)c(C(=O)COC(=O)C2CC(=O)N(Cc3ccccc3Cl)C2)c(=O)n(C)c1=O (configuration not stated)
(15) Cc1ccc(CNC(=O)CCc2nnc3ccc(NCCCN4CCCC4=O)nn23)cc1
(16) COc1ccc(N2CCN(C(=O)c3oc4ccccc4c3NC(=O)Cc3ccc(OC)c(OC)c3)CC2)cc1

assay / entry,9,10,11,12,13,14,15,16
TCR CD3 inh,-3,2,-18,2,5,-2,-3,2
Rev-erbA mod,0,-6,11,-3,-2,3,-2,12
rCAG RNA binder,0,2,1,-2,-1,-8,-6,-1
mABHD4 FP,-2,-2,-12,-11,0,5,4,0
PG9 Ab binder,1.5,-0.9,-4.4,2.1,0.3,0.9,3.9,-2.0
PRMT1 FP inh,-2,-2,-1,-6,-4,-2,1,-2
HTRA1 inh,-1,-2,-10,-7,1,-3,8,-2
SIAE primary,2,13,8,-5,-6,-8,9,8
LEDGF integ inh,4,6,3,0,0,-6,-7,2
TDP2 absorb,-2,3,-18,8,1,-2,-3,-13

(17) CCOC(=O)c1sc(NC(C)=O)nc1-c1ccccc1
(18) Cc1ccc(S(=O)(=O)N2c3cc(C)ccc3OCC2C(C)(C)C)cc1 (configuration not stated)
(19) O=C(COc1ccccc1)NCC(c1ccco1)N1CCCCC1 (configuration not stated)
(20) CCc1ccc[n+](-c2[nH]c(=O)sc2/C=N/N=C(\[O-])c2cccnc2)c1
(21) Cc1ccc(Cn2c(O)c(N=NC(=S)Nc3ccccc3F)c3ccccc32)cc1
(22) C=CCOc1ccc(C(c2c(C(=O)O)[nH]c3ccccc23)c2c(C(=O)O)[nH]c3ccccc23)cc1
(23) Cc1cc(C)c(S(=O)(=O)N2CCCC2CNC(=O)c2ccc3c(c2)OCO3)c(C)c1 (configuration not stated)
(24) CC(C)C[C@@H]1NC(=O)N(CCN2CCOCC2)C1=O

assay / entry,17,18,19,20,21,22,23,24
TCR CD3 inh,-3,0,3,2,6,5,0,0
Rev-erbA mod,-3,3,-2,4,13,-6,4,-4
rCAG RNA binder,0,-1,-6,-1,7,92*,-2,-6
mABHD4 FP,-1,-5,-4,-1,1,55*,1,-4
PG9 Ab binder,-0.4,-0.1,1.5,-4.3,0.3,-0.7,-0.4,-1.0
PRMT1 FP inh,1,-1,-2,5,-3,3,1,2
HTRA1 inh,-2,-6,-4,3,3,10,-9,1
SIAE primary,8,2,10,3,-7,2,10,-4
LEDGF integ inh,3,-1,2,4,-3,7,2,-1
TDP2 absorb,-11,1,14,-27,-7,15,6,-2

(25) C(#Cc1ccccc1)CN1CCOCC1
(26) O=C(Nc1ccccc1C(F)(F)F)C(O)(c1ccccc1)C1CCCCC1 (configuration not stated)
(27) C/C(=N\OC(=O)c1cccc(Cl)c1)c1sc(C)nc1C
(28) COc1ccc(Cl)cc1NC(=O)CCS(=O)(=O)c1cc2c(cc1C)NC(=O)CO2
(29) CCOC(=O)c1nnc(-c2ccc(C)cc2)nc1Oc1ccc(Cl)cc1Cl
(30) O=C(Nc1cccnc1)c1ccc(F)c(S(=O)(=O)N2CCOCC2)c1
(31) O=C(O)c1ccc(SCc2ccccc2)nc1
(32) CCc1nc2c(OCC=C(C)C)cccn2c1N(C)C(=O)c1ccccc1F

assay / entry,25,26,27,28,29,30,31,32
TCR CD3 inh,9,3,-6,-7,4,-1,-1,-1
Rev-erbA mod,1,-1,-1,1,-5,0,-1,0
rCAG RNA binder,0,1,-1,2,2,-1,-1,0
mABHD4 FP,0,-1,-6,-11,2,-8,4,17
PG9 Ab binder,0.5,-0.8,-0.2,-1.2,-0.6,-1.9,-5.0,-2.0
PRMT1 FP inh,0,0,5,9,0,-7,0,-9
HTRA1 inh,3,-3,-6,-1,3,-7,10,/
SIAE primary,-1,4,-10,-6,1,4,0,-2
LEDGF integ inh,-3,2,0,0,2,2,2,8
TDP2 absorb,0,7,-6,-12,8,-12,-1,-6

(33) CCN(CC(=O)Nc1c(F)cccc1F)C(=O)CCSc1ccc(C)cc1
(34) CS(=O)(=O)Nc1cccc(C2=NN(C(=O)CCCC(=O)O)C(c3cccs3)C2)c1 (configuration not stated)
(35) COC(=O)c1cccc(-n2[nH]nnc2=S)c1
(36) Cc1cccc(-n2c(O)c(C=NCc3ccccn3)c3ccccc3c2=O)c1
(37) COc1ccc(C2CCCN2C(=O)Nc2ccc(F)cc2)cc1OC (configuration not stated)
(38) O=C(c1ccccc1Br)N1CCN(c2ccccc2)CC1
(39) COc1ccc(N2CC(C)Cn3c2nc2c3c(=O)n(Cc3ccc(C)cc3)c(=O)n2C)c(OC)c1 (configuration not stated)
(40) Cc1cc(C)cc(OCC(=O)O/N=C(\N)c2ccccc2Cl)c1

assay / entry,33,34,35,36,37,38,39,40
TCR CD3 inh,2,0,-2,4,-3,0,8,-3
Rev-erbA mod,-6,-4,/,-1,0,0,-2,2
rCAG RNA binder,-4,8,-2,-6,0,-1,1,2
mABHD4 FP,-2,-2,7,3,4,0,4,-7
PG9 Ab binder,2.0,1.5,-1.2,-2.8,0.8,-2.6,-0.6,-0.5
PRMT1 FP inh,2,1,1,-2,-2,-1,-1,-3
HTRA1 inh,-8,3,9,-11,-2,6,-5,-11
SIAE primary,2,0,13,-5,-1,7,2,4
LEDGF integ inh,-6,-1,-3,-3,-3,2,-1,0
TDP2 absorb,-9,-2,2,4,5,-7,-8,-1

(41) CCN(CC)C(=O)c1cc2cc(Br)ccc2oc1=O
(42) CCC(C)[C@@H](C(=O)N1CCNCC1)n1cc(CCCCN)nn1 (some centres not stated)
(43) CCc1ccc2c(c1)c1nnc(NN)nc1n2CC
(44) Cc1ccc(-n2c(-c3ccncc3)n[nH]c2=S)cc1
(45) N#Cc1ccc(Oc2cccnc2)cc1C#N
(46) Cc1ccc(N=CC2=C(O)CC(c3ccco3)CC2=O)cc1 (configuration not stated)
(47) CC[C@@H]1Cc2[nH][nH]c(=O)c2[C@H](CC(C)C)O1
(48) Cc1cc(NC(=O)CCc2ccc(S(=O)(=O)N3CCOCC3)cc2)n(-c2ccccc2)n1

assay / entry,41,42,43,44,45,46,47,48
TCR CD3 inh,-1,3,-6,-5,-4,10,-2,-2
Rev-erbA mod,4,-2,-3,4,2,1,-2,-5
rCAG RNA binder,1,4,4,-2,1,-3,1,4
mABHD4 FP,4,-10,5,3,-11,-2,9,-1
PG9 Ab binder,0.3,2.2,-0.9,1.8,-0.1,-1.6,-1.7,0.7
PRMT1 FP inh,-2,5,0,2,2,8,-1,2
HTRA1 inh,3,-2,-24,-7,8,0,/,0
SIAE primary,-3,2,-6,1,-4,-1,6,4
LEDGF integ inh,-2,1,-2,-3,-4,3,-2,4
TDP2 absorb,9,-5,3,2,-8,-3,-2,0

Structural class: those above containing a Cl atom.
(4) Cc1c(Cl)c(C(=O)N2CCCc3ccccc32)nn1C
(5) CC(C)(C)OC(=O)NCCCCCc1nnc(SCc2c(F)cccc2Cl)o1
(11) CCOc1ccc(NC(=O)CN(C)C(=O)CCCOc2ccc(Cl)c(C)c2)cc1OCC
(14) CC(C)Cn1c(N)c(C(=O)COC(=O)C2CC(=O)N(Cc3ccccc3Cl)C2)c(=O)n(C)c1=O (configuration not stated)
(27) C/C(=N\OC(=O)c1cccc(Cl)c1)c1sc(C)nc1C
(28) COc1ccc(Cl)cc1NC(=O)CCS(=O)(=O)c1cc2c(cc1C)NC(=O)CO2
(29) CCOC(=O)c1nnc(-c2ccc(C)cc2)nc1Oc1ccc(Cl)cc1Cl
(40) Cc1cc(C)cc(OCC(=O)O/N=C(\N)c2ccccc2Cl)c1

assay / entry,4,5,11,14,27,28,29,40
TCR CD3 inh,-2,1,-18,-2,-6,-7,4,-3
Rev-erbA mod,-5,2,11,3,-1,1,-5,2
rCAG RNA binder,-2,-9,1,-8,-1,2,2,2
mABHD4 FP,3,7,-12,5,-6,-11,2,-7
PG9 Ab binder,-1.0,0.3,-4.4,0.9,-0.2,-1.2,-0.6,-0.5
PRMT1 FP inh,0,0,-1,-2,5,9,0,-3
HTRA1 inh,-5,-5,-10,-3,-6,-1,3,-11
SIAE primary,-5,-2,8,-8,-10,-6,1,4
LEDGF integ inh,3,-3,3,-6,0,0,2,0
TDP2 absorb,1,-2,-18,-2,-6,-12,8,-1

Screening data deposited in PubChem by several laboratories.
